# CDK5 p35 inh = CDK5/p35 (human) kinase inhibition; Q00535+Q15078; Recombinant CDK5/p35, ADP-Glo luminescence, 60 min; inhibition, % at 10 µM; 330,000 tested, 0.01% active; AID 488839;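 active means highest replicate inhibition of at least 50% and at least 75% of replicates reaching 50%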;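 further: plate controls were DMSO neutral control for no effect and GW8510 at 10 µM for full effect; many of its hits are not listed in these tables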
# Target sequence (Q00535 whole entry, looked up): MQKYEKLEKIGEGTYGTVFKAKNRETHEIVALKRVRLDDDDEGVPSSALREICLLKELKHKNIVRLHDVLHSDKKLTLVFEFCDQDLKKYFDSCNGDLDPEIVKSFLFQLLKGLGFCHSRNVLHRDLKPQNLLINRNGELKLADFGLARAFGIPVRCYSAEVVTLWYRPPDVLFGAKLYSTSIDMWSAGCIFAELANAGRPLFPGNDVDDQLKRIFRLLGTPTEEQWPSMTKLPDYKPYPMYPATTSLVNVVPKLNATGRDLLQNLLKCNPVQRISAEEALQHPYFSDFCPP
# Target sequence (Q15078 whole entry, looked up): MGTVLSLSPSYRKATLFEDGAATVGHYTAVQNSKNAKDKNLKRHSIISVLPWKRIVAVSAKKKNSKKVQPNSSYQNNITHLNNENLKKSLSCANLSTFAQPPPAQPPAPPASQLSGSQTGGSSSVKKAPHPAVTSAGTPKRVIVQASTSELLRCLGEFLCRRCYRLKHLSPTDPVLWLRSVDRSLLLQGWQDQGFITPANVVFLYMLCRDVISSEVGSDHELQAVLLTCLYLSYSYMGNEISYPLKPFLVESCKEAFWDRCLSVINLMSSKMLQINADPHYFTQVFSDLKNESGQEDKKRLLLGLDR
# Mot1-301 SUMO = SUMOylation pathway inhibition by Mot1-301 growth rescue; S. cerevisiae Mot1-301 growth rescue, ATP luminescence, 38.5C; percent above DMSO median, 100 means doubled; growth rescue, % at 18.8 µM; 320,000 tested, 1% active; AID 2716;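 active means every valid replicate shows activation above 250% relative to neutral control wells; inactive means the rest, any valid replicate at or below 250%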;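 further: OY570 slx delta 5 strain wells were the positive control but not used for scaling; some compounds called inactive have numbers as strong as hits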
# NSD2 inh = NSD2 (human) methyltransferase inhibition. O96028. AID 743445. 310,000 tested, 0.54% active. NSD2 peptide methylation, AlphaScreen, 120 min. inhibition, % at 12.5 µM; in the data active means inhibition above about 50%
# RTF Ca sens inh = cardiac RTF calcium desensitization; inhibition, % at 7.15 µM; 340,000 tested, 0.12% active; P19429+P45379; IANBD-labeled cardiac RTF, Ca2+ fluorescence;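 active means inhibition above the mean inhibition of all tested compounds plus 3 SD, cut at about 17% in these data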;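 further: assay run at fixed EC70 calcium of 1.6 mM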
# PvdQ acylase = P. aeruginosa PvdQ acylase inhibition. inhibition, % at 10 µM. purified PvdQ acylase, fluorescence plate reader. 340,000 tested, 0.063% active. AID 488965; in the data active means inhibition above about 30%, passing the limit was not always enough;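 further: 0% = vehicle neutral wells and 100% = reference inhibitor wells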
# C-LANA FP = inhibitors of KSHV LANA C-terminal domain DNA binding; MBP-C-LANA/FAM-LBS DNA binding, fluorescence polarization; inhibition, % at 9 µM; 340,000 tested, 0.078% active;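 active means highest replicate inhibition at or above 60% at 9 µM, even if other replicates fall short; inactive means all replicates below 60% inhibition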;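 further: 0% = neutral control wells and 100% = 4 µM acridine orange control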
# Rtt109 Vps75 = C. albicans Rtt109 histone acetyltransferase inhibition | inhibition, % at 34.9 µM | Q5AAJ8 | AID 540336 | purified Rtt109/Vps75, ThioGlo CoA-SH fluorescence, 4 h | 330,000 tested, 0.16% active;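 active means inhibition of at least 50% in every replicate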
# Keap1-Nrf2 PPI = disrupts human Keap1 binding to Nrf2 peptide; Q14145; Keap1 Kelch-Nrf2 peptide fluorescence polarization, 1536-well; inhibition, % at 9.4 µM; 340,000 tested, 0.15% active; AID 504523; in the data active means inhibition above about 12%;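 further: human Keap1 Kelch domain with fluorescein labeled Nrf2 9mer peptide probe; 0% = neutral control wells and 100% = peptide positive control; higher means more block of Keap1 binding to Nrf2 peptide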
# PfHsp90 set2 = inhibits growth of yeast expressing Plasmodium falciparum Hsp90; S. cerevisiae expressing PfHsp90, BacTiter-Glo ATP, 48 h; yeast lacking PDR1 and PDR3 efflux regulators; inhibition, % at 9.4 µM; 310,000 tested, 0.32% active;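 active means every replicate shows inhibition above about 80%, whatever the replicate mean, limit read from the data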;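 further: 0% = DMSO neutral controls and 100% = 20 µM radicicol positive controls; yeast relying on Plasmodium falciparum Hsp90 in place of its own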
# cardiac RTF act = cardiac RTF calcium sensitization. P19429+P45379. IANBD-labeled TnC RTF fluorescence at EC20 calcium; 0% EC20 calcium, 100% full calcium. activation, % at 7.2 µM. 340,000 tested, 0.24% active. AID 493008;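 active means activation above the mean over all tested compounds plus 3 SD, cut at about 30% in these data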;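 further: rise in fluorescence read as greater calcium sensitivity of cardiac thin filaments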
# dFosB act = enhances mouse delta FosB homodimer DNA binding | P13346 | purified delta FosB, TAMRA-CDK5 oligo fluorescence polarization; percent of positive-control signal above neutral wells | activation, % at 25 µM | 340,000 tested, 0.99% active;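 active means mean activation above about 17%, with every replicate also reaching it, limit read from the data, passing the limit was not always enough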;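 further: fluorescence polarization rise as delta FosB binds a TAMRA Cdk5 AP-1 oligo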
# Target sequence (P13346 whole entry, looked up): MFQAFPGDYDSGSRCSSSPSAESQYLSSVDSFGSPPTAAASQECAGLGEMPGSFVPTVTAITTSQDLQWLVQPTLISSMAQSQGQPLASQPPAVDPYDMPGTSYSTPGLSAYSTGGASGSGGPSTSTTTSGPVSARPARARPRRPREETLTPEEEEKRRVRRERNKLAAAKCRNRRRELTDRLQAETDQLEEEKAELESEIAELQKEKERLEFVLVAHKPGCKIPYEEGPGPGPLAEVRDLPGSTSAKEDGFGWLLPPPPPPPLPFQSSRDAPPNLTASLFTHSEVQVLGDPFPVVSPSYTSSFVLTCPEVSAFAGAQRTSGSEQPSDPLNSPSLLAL
# * = called active by the depositor; · = not tested or not shown.
SMILES,CDK5 p35 inh,Mot1-301 SUMO,NSD2 inh,RTF Ca sens inh,PvdQ acylase,C-LANA FP,Rtt109 Vps75,Keap1-Nrf2 PPI,PfHsp90 set2,cardiac RTF act,dFosB act
COC(=O)[C@H](C)NC(=O)Nc1ccccc1F,-0.5,55,2,-6,-15,-0.7,-1,0,31,4,-1
CCC1(c2ccc(OC)cc2)NC(=O)N(CC(=O)c2ccc3c(c2)OCCO3)C1=O (stereo not given),0.3,11,0,0,0,0.7,-2,-3,8,-3,-11
COc1ccccc1Nc1nc(N)nc(CN2CCCCCC2)n1,-0.4,-4,2,-1,0,-0.9,0,2,-9,-6,-2
Cc1cc(O)c(C=Nc2cccc(Cl)c2)c(=O)o1,0.2,·,·,-17,3,1.9,3,-1,-4,0,-2
CC(C)Oc1cccc(C(=O)C2CCCN(C(=O)c3ccccn3)C2)c1 (stereo not given),·,9,2,-11,5,-0.8,10,-3,0,-1,-13
CN1C(=O)c2cccc3c(S(=O)(=O)N4CCCC4C(=O)O)ccc1c23 (stereo not given),-0.2,-13,1,-3,7,2.4,-29,-2,14,-1,1
COCCCn1c(O)c(/C=C2\N=C(C#N)C(=Nc3ccc(C)cc3)O2)sc1=S,-2.2,-3,1,-11,-2,0.8,-7,-5,0,1,-15
CCc1cc(C(=O)Nc2ccccc2N2CCOCC2)sc1C,1.6,52,-3,-3,-7,-0.3,2,-3,20,3,-9
Cc1csc(NC(=O)c2cccnc2Cl)n1,-3.8,-4,·,2,-6,1.8,-2,-2,-1,1,-9
CN1C(C(=O)NCc2cccc(Br)c2)CC2Cn3c(nc4ccccc43)C21 (stereo not given),1.8,15,·,6,-13,-1.5,2,-22,12,3,5
O=C(NCc1nc2ccccc2[nH]1)C1=C[C@H](c2ccccc2)C[C@H](OCc2ccc(CO)cc2)O1,0.3,-7,·,4,6,-3.7,-3,-4,19,1,0
C/C(=N/NC(=O)c1nnn(-c2nonc2N)c1COc1ccccc1)c1ccc(O)cc1,-0.3,0,-5,-4,11,2.2,14,-7,6,-5,-10
CCCN1CCN(C(=O)Cn2cnc3ccc(S(=O)(=O)N4CCC(C)CC4)cc3c2=O)CC1,0.9,3,0,·,-1,0.1,-1,3,12,·,-8
CCOC(=O)Cc1csc(NC(=O)CSc2nnc(C)n2C)n1,-2.2,-4,0,3,-9,-0.5,4,-3,-1,-2,0
O=S1(=O)N=C(N=Nc2c(O)[nH]c3ccccc23)c2ccccc21,-0.4,-17,4,1,-9,1.0,·,-1,-17,-5,-4
Nc1ncnc2c1ncn2[C@@H]1O[C@H](CNC(=O)[C@H](N)Cc2cscn2)[C@@H](O)[C@H]1O,0.0,·,·,0,8,-1.4,1,-1,6,-4,3
O=C1C(Cc2ccccc2)Nc2ncnc(N3CCN(c4ccccc4)CC3)c2N1Cc1ccc(Cl)cc1 (stereo not given),1.3,-1,·,-11,5,-0.6,3,-5,-2,-7,1
Cc1c(NC(=O)NC(=O)c2ccc(F)cc2)c(=O)n(-c2ccccc2)n1C,-1.1,-9,0,0,9,-0.2,1,1,-10,-5,5
CCCCNCc1nc2ccccc2c(=O)[nH]1,-0.3,17,0,-7,2,0.6,3,-3,-9,8,6
COC(=O)c1ccccc1NC(=O)Oc1ccc(F)cc1,0.2,-7,0,-5,5,-1.3,36,-5,12,6,-11
CCOC(=O)c1c(NC(=O)CN2CCOCC2)sc2c1CCCC2=O,·,-13,-4,2,-13,-2.3,5,2,27,1,-10
N#CC1=C(N)OC2=C(C(=O)CCC2)C1c1ccsc1 (stereo not given),0.5,-11,-2,-5,-3,2.1,5,1,2,-8,1
O=C(COc1ccc(Cl)cc1Cl)NNC(=S)NCc1ccco1,2.3,-8,1,4,13,1.3,3,6,-14,-4,-4
CC1CCN(CCCOc2ccc(Cl)cc2Br)CC1,1.7,·,8,-1,-14,0.4,3,-9,·,1,1
CCN=C1S/C(=C\c2ccc(Sc3ccc(Cl)cc3)o2)C(=O)N1CC,-3.2,·,-2,4,-2,-5.8,-4,-6,-36,8,-9
c1coc(-c2ncc[nH]2)c1,-0.7,37,4,2,7,2.1,-10,2,-16,-4,-2
COc1cc2c(cc1OC)CN(CC(=O)Nc1ccc3c(c1)OC(F)(F)O3)CC2,-0.7,143,0,-4,-19,0.2,-1,-8,-20,0,-3
Cc1ccc2nc3c(c(C(=O)O)c2c1)CCC3,1.7,-13,7,6,-3,3.4,-5,0,-1,1,-4
CCOc1ccc(NC(=O)CN(C)C(=O)CCNC(=O)c2ccc(Br)cc2)cc1OCC,0.6,-11,7,-2,9,1.3,-2,2,4,-12,-8
CCCNC(=O)C1CC(=O)N(c2ccc(OCC(=O)Nc3cc(C)cc(C)c3)cc2)C1 (stereo not given),1.9,72,·,-5,-8,-1.0,3,-2,·,6,11

# Arranged by count of non-hydrogen atoms (ascending): part of the list above
SMILES,CDK5 p35 inh,Mot1-301 SUMO,NSD2 inh,RTF Ca sens inh,PvdQ acylase,C-LANA FP,Rtt109 Vps75,Keap1-Nrf2 PPI,PfHsp90 set2,cardiac RTF act,dFosB act
c1coc(-c2ncc[nH]2)c1,-0.7,37,4,2,7,2.1,-10,2,-16,-4,-2
CC1CCN(CCCOc2ccc(Cl)cc2Br)CC1,1.7,·,8,-1,-14,0.4,3,-9,·,1,1
COC(=O)c1ccccc1NC(=O)Oc1ccc(F)cc1,0.2,-7,0,-5,5,-1.3,36,-5,12,6,-11
O=C(COc1ccc(Cl)cc1Cl)NNC(=S)NCc1ccco1,2.3,-8,1,4,13,1.3,3,6,-14,-4,-4
CCOC(=O)c1c(NC(=O)CN2CCOCC2)sc2c1CCCC2=O,·,-13,-4,2,-13,-2.3,5,2,27,1,-10
Cc1c(NC(=O)NC(=O)c2ccc(F)cc2)c(=O)n(-c2ccccc2)n1C,-1.1,-9,0,0,9,-0.2,1,1,-10,-5,5
CCOc1ccc(NC(=O)CN(C)C(=O)CCNC(=O)c2ccc(Br)cc2)cc1OCC,0.6,-11,7,-2,9,1.3,-2,2,4,-12,-8
O=C1C(Cc2ccccc2)Nc2ncnc(N3CCN(c4ccccc4)CC3)c2N1Cc1ccc(Cl)cc1 (stereo not given),1.3,-1,·,-11,5,-0.6,3,-5,-2,-7,1

# New compounds follow.
SMILES,CDK5 p35 inh,Mot1-301 SUMO,NSD2 inh,RTF Ca sens inh,PvdQ acylase,C-LANA FP,Rtt109 Vps75,Keap1-Nrf2 PPI,PfHsp90 set2,cardiac RTF act,dFosB act
CCN1CCN(C(=O)C2CCN(C(=O)c3cc4sccc4n3CC)CC2)CC1,2.5,-5,·,-1,-5,-0.2,-5,-3,-2,1,-1
Cc1ccc(C)c(S(=O)(=O)N2CCN(C(=O)C3CCN(C(=O)c4ccc(F)cc4)CC3)CC2)c1,0.7,52,1,1,-6,0.2,3,2,·,0,5
CC(=O)Nc1ccc(S(=O)(=O)N2CCSC2)cc1,0.6,-4,-2,3,-8,-4.1,-3,-4,7,-1,-1
Nc1ccccc1SCC(=O)Nc1ccc(N2CCOCC2)cc1,-0.8,-10,-1,-10,-12,-1.1,-1,1,4,2,-4
CCOc1ccc(C(=O)Nc2cc3c(cc2N2CCCC2)n(CC)c(=O)n3CC)cc1OCC,0.1,296,7,-4,12,-1.0,-4,-6,26,-12,-17
O=C(Cc1ccc(F)cc1)N1CCC(N2CCC(C(=O)N3CCOCC3)CC2)CC1,-0.7,55,-4,-3,-16,1.6,-12,0,·,-7,3
CC(C)NS(=O)(=O)c1ccc(CCC(=O)Nc2ccc3c(c2)OCCO3)cc1,1.2,-7,-1,-4,-10,-0.6,3,-2,21,3,-5
Cc1csc(NC(=O)CSc2ncn(-c3ccccc3)n2)n1,-0.2,275,5,-12,-8,0.6,-11,0,-19,1,-13
Clc1ccc(-n2nnnc2-c2cnc(-c3ccncc3)nc2-c2cccs2)cc1,1.0,0,-1,2,-13,-0.9,3,1,19,-3,-14
C=CC[C@H](CC(=O)NCCO)C(=O)N[C@@H](COC(=O)[C@@H](CC=C)CC(=O)OC(C)(C)C)Cc1c[nH]c2ccccc12,-0.2,-6,·,-4,-17,0.2,3,-1,-9,1,-22
COc1ccc(Cl)cc1NC(=O)CN(C)C(=O)/C=C/c1ccco1,-0.1,0,2,-11,-7,-1.6,5,-6,-5,0,2
CC1=NN(c2nc(-c3ccc(C)cc3)cs2)C(=O)C1N=Nc1ccccc1O (stereo not given),0.4,7,2,·,3,2.8,19,-1,-13,·,-21
O=C(O)c1cn(-c2ccc(F)cc2)c2cc(N3CCNCC3)c(F)cc2c1=O,-2.3,·,·,-9,-1,-1.9,2,3,-11,-4,1
CN(C)S(=O)(=O)c1ccc(C(=O)N2CCN=C2SCc2cccnc2)cc1,0.9,-4,·,-6,3,1.5,-5,-2,17,-1,0
O=C(CC(NS(=O)(=O)c1ccc(Cl)cc1)c1ccco1)NCc1cccnc1 (stereo not given),-0.8,-11,-3,-3,-17,3.7,-6,-8,2,0,-3
O=C(Nc1ccc(C#Cc2ccccc2)cc1)C1CC1,-0.5,·,-3,4,2,0.1,-7,-2,·,1,-4
Cn1c(=O)cc(OCC(=O)N2CCCc3ccccc32)c2ccccc21,0.8,125,0,1,2,-0.1,4,-6,-13,-1,-16
COc1ccc(-n2c(SCC(=O)NCC3CCCO3)nc3ccccc32)cc1 (stereo not given),0.5,0,-3,-4,-16,-0.5,-5,2,-4,2,-10
COc1cc(C=O)c(Br)cc1OCC(=O)NCCc1ccccc1,0.6,-2,-1,-2,-1,1.7,24,1,17,-6,1
COc1ccccc1C(CNC(=O)c1cc(C)nc2ccccc12)N(C)C (stereo not given),-1.7,-14,-2,-15,-6,-1.0,5,-1,10,-2,-7
O=S(=O)(c1ccccc1)c1ccc(N2CCCCCC2)cc1,2.8,0,-1,2,7,2.7,21,-4,0,-5,-6
Cc1[nH][nH]c(=O)c1C=NCc1ccc(Cl)cc1,1.2,0,1,-22,-8,1.1,-8,2,·,-2,-1
CCOC(=O)Nc1ccc2c(c1)N(C(=O)CN1CCN(CCO)CC1)c1ccccc1CC2,0.5,-6,-2,-5,6,0.0,-4,-1,19,-5,2
CC(=O)OC1C(=O)N(Cc2ccccc2)C1c1ccc(C)cc1 (stereo not given),1.6,·,·,-12,-13,5.2,1,4,-7,0,-18
Cc1cccc(NC(=O)CN(CC2CCCO2)C(=O)c2cc3ccccc3o2)c1C (stereo not given),-0.4,·,-1,0,-2,-0.3,-8,-1,·,-11,-10

# Assay outcomes deposited in PubChem by several laboratories.
